Screening data as filed in PubChem BioAssay.
TRPML3 ag – human TRPML3 channel agonists, primary screen, cell-based, HEK293 TRPML3-YFP, Fluo-8 calcium fluorescence, 3 µM. hit rate 0.29% among 220,000. Mucolipin-3 (Homo sapiens), Q8TDD5. activation, % at 3 µM. 100% = the carbachol control signal. AID 1448, 2008;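 active = activation above its plate's cutoff, the mean activation of the plate's test wells plus 3 SD, cut at about 12% in these data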;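 note: 0% = DMSO only wells and 100% = carbachol wells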
Target sequence (Q8TDD5 whole entry, looked up): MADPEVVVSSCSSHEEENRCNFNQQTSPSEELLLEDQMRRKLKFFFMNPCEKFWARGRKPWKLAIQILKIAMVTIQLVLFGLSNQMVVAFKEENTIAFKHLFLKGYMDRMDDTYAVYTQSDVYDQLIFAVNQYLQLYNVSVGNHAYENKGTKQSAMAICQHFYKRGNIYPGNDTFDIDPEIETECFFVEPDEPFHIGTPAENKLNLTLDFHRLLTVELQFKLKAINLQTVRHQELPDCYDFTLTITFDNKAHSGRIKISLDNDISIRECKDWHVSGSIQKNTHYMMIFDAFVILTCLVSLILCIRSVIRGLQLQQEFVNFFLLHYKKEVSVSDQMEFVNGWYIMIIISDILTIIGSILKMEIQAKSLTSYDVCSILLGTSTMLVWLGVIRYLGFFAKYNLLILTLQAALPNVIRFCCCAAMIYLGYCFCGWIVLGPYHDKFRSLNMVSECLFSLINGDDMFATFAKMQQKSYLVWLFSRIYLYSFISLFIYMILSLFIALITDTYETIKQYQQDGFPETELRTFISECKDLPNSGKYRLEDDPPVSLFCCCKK
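Test system – HEK293 line with stable expression of human TRPML3-YFP channel · Control set – carbachol 87 µM final as high control (100%), DMSO as low control (0%) · Signal – Fluo-8 calcium dye fluorescence, ex 470-495, em 515-575 nm · Incubation – 1-h 37 °C dye load, 5-s basal, 120-s post-compound reads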
RBBP9 inh – human RBBP9 inhibitors, primary screen, biochemical, fluorescence polarization, FP-Rh probe, HTS; Serine hydrolase RBBP9 (Homo sapiens), O75884; recombinant RBBP9; hit rate 0.2% among 220,000; inhibition, % at 7.94 µM;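 active = inhibition above the campaign mean of all tested compounds plus 3 SD, cut at about 14% in these data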;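 note: plate controls were DMSO wells with RBBP9 for no effect and wells lacking RBBP9 protein for full effect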
Target sequence (O75884 whole entry, looked up): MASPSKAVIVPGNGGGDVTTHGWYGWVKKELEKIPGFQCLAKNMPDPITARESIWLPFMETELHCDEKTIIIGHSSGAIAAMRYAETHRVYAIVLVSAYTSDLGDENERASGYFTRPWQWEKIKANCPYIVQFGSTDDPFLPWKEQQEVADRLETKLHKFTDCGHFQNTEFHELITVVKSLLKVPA
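System: RBBP9 protein / Buffer or medium: Tris/NaCl buffer pH 8.0 with 0.1% Pluronic / Probe or stimulus: Serine-hydrolase probe FP-Rh, 375 nM pre-mixing / Dosing: 7.94 µM single dose, 0.794% DMSO / Times: enzyme-compound preincubation 30 min, then probe labeling 45 min, 25 °C / Technique: fluorescence polarization (mP), excitation 525 nm, emission 598 nm / Replication: singlicate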
Wee1 degr inh – Wee1 degradation inhibitors, primary screen, cell-based, HeLa, Wee1K328M-luciferase, luminescence; Wee1-like protein kinase (Homo sapiens), P30291; HeLa Luc-Wee1K328M stability; 100% = proteasome inhibitor MG132 effect; reporter increase, % at 5 µM; hit rate 1.2% among 220,000; AID 1321, 2008;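 active = activation above the mean of all tested compounds plus 3 SD, set per screening run, cut at about 8.8% in these data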;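 note: cells exposed to compound for 20 h before luminescence read; 0% = DMSO alone and 100% = MG132 at 30 µM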
BaF3 parental – parental Ba/F3 cell viability inhibition, counter-screen for JAK2V617F inhibitor project, murine pro-B, CellTiter-Glo luminescence; hit rate 1.1% among 220,000; AID 1486, 2009; inhibition, % at 5.6 µM; CellTiter-Glo ATP luminescence;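 active = inhibition above a per-campaign cutoff, the mean inhibition of all tested compounds plus 3 SD, cut at about 27% in these data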;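 note: 0% = DMSO wells and 100% = JAK Inhibitor I control wells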
Ba/F3 V617F tox – reduced viability of JAK2V617F-dependent Ba/F3 cells, primary screen, JAK2V617F inhibitor project, cell-based, Ba/F3 EpoR-JAK2V617F, luminescence; ATP luminescence; hit rate 1.1% among 220,000; inhibition, % at 5.6 µM; AID 1446, 2008;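 active = inhibition above the campaign mean plus 3 SD over all tested compounds, cut at about 24% in these data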;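 note: cytokine-independent growth of Ba/F3 cells driven by EpoR plus mutant JAK2; 0% = DMSO-treated cells and 100% = JAK inhibitor I control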
TNF death inh – inhibitors of TNF-alpha triggered necroptosis, primary screen, cell-based, Jurkat FADD-/-, single concentration; AID 463075, 2010; activation (protection from cell death), % at 10 µM; hit rate 0.068% among 220,000; Jurkat FADD-/- TNF necroptosis rescue, ATP luminescence, 24 h; 0 = TNF only, 100 = no-TNF cells;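 active = activation, meaning protection from cell death, of at least 50% relative to plate controls; inactive = activation below 50%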;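 note: necroptosis triggered by 40 ng/mL TNF-alpha added together with compound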
CHOP inh – inhibitors of CHOP promoter induction, primary screen, cell-based, unfolded protein response, luciferase reporter. CHO-K1 CHOP-promoter luciferase, tunicamycin-induced, 15-18 h. inhibition, % at 10 µM. hit rate 3.8% among 220,000;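 active = compounds that reduced the stress-induced luciferase reporter signal by more than about 70% of percent inhibition, limit read from the data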;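 note: 0% = tunicamycin plus vehicle and 100% = wells without tunicamycin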
zfTRPN1 agonist – zebrafish TRPN1 channel agonists, primary screen, cell-based, HEK293, calcium fluorescence; transient receptor potential cation channel N1 (TRPN1/NompC), Danio rerio; HEK293 zebrafish TRPN1-YFP, Fluo-8 calcium fluorescence; 100% = response to 87 µM carbachol; activation, % at 3 µM; hit rate 0.18% among 220,000; AID 1424, 2008;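 active = activation above its plate's cutoff, the mean activation of test wells on that plate plus 3 SD, cut at about 19% in these data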;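 note: 0% = DMSO alone and 100% = 87 µM carbachol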
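Material – zebrafish TRPN1-YFP in HEK293 cells · Doses – 3 µM single point · Schedule – dye 1 h 37 °C plus 30 min RT · Signal – Fluo-8 calcium fluorescence, excitation 470-495 nm, emission 515-575 nm · Read-out – % activation versus carbachol response · Control set – carbachol high, DMSO low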
PPC-1+TRAIL kill – compounds killing PPC-1 cancer cells with TRAIL present, primary screen, TRAIL potentiator project, ATPLite luminescence, uHTS; PPC-1 cells + TRAIL, ATPLite viability luminescence; hit rate 0.41% among 220,000; cell killing (% activity), % at 4 µM;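 active = cell killing above 50% in the first pass at 4 µM, then a duplicate retest at 5 µM averaging 50% or more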;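 note: plate controls were cells with TRAIL plus DMSO for no effect and medium-only wells lacking cells for full effect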
The depositor's hits bear a star; nt = not tested or not shown.

SMILES	TRPML3 ag	RBBP9 inh	Wee1 degr inh	BaF3 parental	Ba/F3 V617F tox	TNF death inh	CHOP inh	zfTRPN1 agonist	PPC-1+TRAIL kill
CCc1ccc(S(=O)(=O)NC(=S)NC2CCCCC2)cc1	-0.7	-13	1	1	1	1.7	17	-0.1	-4
COc1ccc(-n2c(=O)c3c4c(sc3n(CC(N)=O)c2=O)CCCCC4)cc1	-0.1	-11	1	0	0	1.2	-5	0.6	9
COCC(=O)N/N=C(\C)CC(=O)NCc1ccco1	0.8	-5	1	0	-3	0.9	-10	0.0	-5
CN(C[C@H](Cc1ccccc1)N(C[C@H](Cc1ccccc1)N(CCC(C)(C)C)N=O)N=O)N=O	0.1	-2	0	0	1	1.1	6	-0.6	14
CC(=O)CCC(=O)N1CCCC(CNC(=O)c2ccc(-c3ccccc3)cc2)C1 (centres undefined)	0.4	7	6	4	-4	0.4	-1	-0.6	8
Cc1ccc(NC2=C(Cl)C(=O)OC2OC(=O)c2ccco2)c(C)c1 (centres undefined)	-0.1	-13	8	1	2	-9.2	-11	1.8	nt
O=C(Cn1c(=O)c2ccccc2n(CC(=O)N2CCCCC2)c1=O)N1CCCCC1	-0.3	-8	1	0	-2	1.0	-16	0.8	20
Cc1nn2c(c1-c1ccccc1)N=C(c1ccco1)CC2c1ccccc1 (centres undefined)	-0.2	-8	-3	7	6	-6.0	33	0.7	32
CCCN1C(=O)/C(=C/c2c(NCCCOC(C)C)nc3c(C)cccn3c2=O)SC1=S	1.0	0	1	7	-1	-2.9	34	2.5	6
CC(C)CNS(=O)(=O)c1ccc(CCC(=O)N2CCN(c3ccc(F)cc3)CC2)cc1	2.1	3	6	5	-2	1.3	17	8.5	28
Cc1cc2ncn(S(=O)(=O)N(C)C)c2cc1C	0.6	-5	0	5	3	-1.5	14	3.0	18
CCOC(=O)c1c(NC(=S)NCc2ccccc2)sc2c1CCN(C(=O)OCC)C2	-0.6	-12	7	-3	5	0.9	-17	-0.9	21
N#CCC(=O)N/N=C/c1ccc(Cl)cc1	0.2	0	1	0	-4	1.2	-13	-0.3	7
O=C(O)CSc1c(-c2cccs2)[nH]c2ccccc12	0.6	-12	-1	8	4	0.6	-15	1.1	1
COc1ccc(NC(=O)CSc2nncc3ccccc23)cc1	0.4	-7	-3	-2	-6	0.6	-14	-0.7	15

Filtered by structure, those above with four or more nitrogen atoms (3)
SMILES	TRPML3 ag	RBBP9 inh	Wee1 degr inh	BaF3 parental	Ba/F3 V617F tox	TNF death inh	CHOP inh	zfTRPN1 agonist	PPC-1+TRAIL kill
CN(C[C@H](Cc1ccccc1)N(C[C@H](Cc1ccccc1)N(CCC(C)(C)C)N=O)N=O)N=O	0.1	-2	0	0	1	1.1	6	-0.6	14
O=C(Cn1c(=O)c2ccccc2n(CC(=O)N2CCCCC2)c1=O)N1CCCCC1	-0.3	-8	1	0	-2	1.0	-16	0.8	20
CCCN1C(=O)/C(=C/c2c(NCCCOC(C)C)nc3c(C)cccn3c2=O)SC1=S	1.0	0	1	7	-1	-2.9	34	2.5	6

Individual results from the results shown.
Entry for `CCCN1C(=O)/C(=C/c2c(NCCCOC(C)C)nc3c(C)cccn3c2=O)SC1=S` under BaF3 parental: 7
Entry for `COc1ccc(-n2c(=O)c3c4c(sc3n(CC(N)=O)c2=O)CCCCC4)cc1` under CHOP inh: -5

Additional structures
SMILES	TRPML3 ag	RBBP9 inh	Wee1 degr inh	BaF3 parental	Ba/F3 V617F tox	TNF death inh	CHOP inh	zfTRPN1 agonist	PPC-1+TRAIL kill
CC1CCc2ccccc2N1C(N)=Nc1ccccc1 (centres undefined)	1.1	-6	0	4	2	2.1	-5	1.8	0
CCCc1cc(=O)[nH]c(/N=C(/NC(=O)c2ccccc2)Nc2ccc3c(c2)OCCO3)n1	-0.9	-5	-1	-2	-4	2.1	nt	0.1	nt
CCOC(=O)N1CCN(Cc2nc(CC3CC3)no2)CC1	0.6	-4	-4	2	-1	1.2	33	1.1	-7
Cc1csc(N(C(=O)c2cccc(S(=O)(=O)N3CCCC3)c2)c2ccccc2)n1	0.5	-15	-3	6	3	-2.7	15	0.5	19
CCc1cc2c(N=Nc3c(O)[nH]c4ccccc34)ncnc2s1	0.6	0	0	1	-4	0.5	52	0.7	0
CN(C(=O)CSc1nnc(-c2ccncc2)n1Cc1ccccc1)C1CCS(=O)(=O)C1 (centres undefined)	0.5	-6	-3	0	-1	-0.2	24	1.8	6
COc1ccccc1NC(=S)NC(C)C(c1cccs1)N1CCOCC1 (centres undefined)	0.2	-2	-1	1	-1	0.6	17	1.3	14
CCS(=O)(=O)CCSc1nc(C)cc(C)c1C#N	0.8	-2	3	7	100*	-1.1	-6	0.7	-14
COc1cc(OC)cc(-c2nc3ccccc3c(=O)n2NC(=O)c2cccnc2Cl)c1	-0.3	1	-3	10	4	1.5	-8	1.2	0
Cc1[nH]c2ccccc2c1C(C#N)(C#N)C1C(=O)c2ccccc2C1=O	-1.0	-3	-1	0	0	-12	67	-2.9	18
Cc1ccc(C)n1-c1ccc(C(=O)N2CCOCC2)cc1	0.9	9	-1	-1	-5	-1.4	-10	-0.1	10
O=C1c2cccc([N+](=O)[O-])c2C(=O)N1CCO	0.3	-8	-2	4	1	1.6	-5	1.6	4
CCOC(=O)c1cc2c(ccn2C)n1CC(=O)N1CCN(c2ccccc2)CC1	0.3	2	-4	7	0	0.2	-19	-1.1	14
CCC(C(=O)NC1CCCCC1)n1c(SCc2ccccc2F)nc2ccncc21 (centres undefined)	-0.1	-8	-1	5	1	15	4	-1.5	14
O=C(CN1C(=O)COc2ccccc21)NCCC1=CCCCC1	0.5	-1	-2	3	-1	2.1	29	-0.2	6
O=c1[nH]c2c(Br)cnc([N+](=O)[O-])c2[nH]1	0.3	-8	-2	-3	0	5.8	-4	0.4	1
O=C(COC(=O)CCC(=O)c1cccs1)Nc1cc(S(=O)(=O)N2CCOCC2)ccc1Cl	1.0	3	2	1	-3	-0.5	36	-0.9	1
COc1cc(/C=C(\C#N)c2nc3ccc(C)cc3[nH]2)c([N+](=O)[O-])cc1OC	-0.7	-1	3	7	3	-1.0	2	-1.6	-10
O=c1c2cnn(-c3ccccc3)c2ncn1Cc1ccccn1	0.4	-5	1	9	1	0.7	-14	2.7	9
CCn1nc(C)c(CN2CCCC(C(=O)c3cccc(OC(C)C)c3)C2)c1C (centres undefined)	3.7	-9	2	8	2	-5.4	25	8.5	nt
CC(C)NC(=O)Cn1cc(C#N)c2cc(Br)ccc21	0.5	-1	-2	0	-1	-0.8	53	3.1	11
O=C1NC(NS(=O)(=O)c2ccc(Cl)cc2)(C(F)(F)F)C(=O)N1Cc1cccnc1 (centres undefined)	0.0	0	7	4	-2	4.2	-14	-1.1	23
O/C(=C\c1nc2ccccc2nc1/C=C(\O)c1ccccc1)c1ccccc1	-0.5	-4	-3	2	4	-3.3	-52	0.0	13
Fc1ccccc1N1CC(c2ccccc2)C(c2cccs2)=N1 (centres undefined)	-0.1	-1	-2	6	-2	1.0	71*	0.1	-10
CCOC(=O)c1c(CSC(=N)N)n(-c2ccccc2)c2cc(Br)c(OC(C)=O)cc12	0.8	-6	-1	-5	0	-18	-13	1.2	8
O=C(O)COc1ccccc1/C=N/Nc1ccc(S(=O)(=O)N2CCOCC2)cc1[N+](=O)[O-]	0.2	2	1	2	3	0.3	1	0.2	14
Cc1cc(SCC(=O)NN=C2CCN(C(C)C)CC2)c(C)cc1Br	0.3	3	-2	6	0	3.0	12	1.0	10
O=C(NCCc1c[nH]c2ccccc12)c1cncc(Br)c1	0.8	-6	-1	0	0	-0.1	14	-0.4	28
Cc1cccc(C)c1NC(=O)N1CCN(c2nc3ccccc3s2)CC1	3.0	0	1	2	-1	-4.4	-12	2.4	11
CCOC(=O)c1c(NC(=O)C(=O)N/N=C(\C)c2ccc(OC)cc2)sc2c1CCCCC2	0.0	-7	-4	7	3	1.6	17	-0.5	0

Of the compounds above, these contain a furan ring, fused or not:
SMILES	TRPML3 ag	RBBP9 inh	Wee1 degr inh	BaF3 parental	Ba/F3 V617F tox	TNF death inh	CHOP inh	zfTRPN1 agonist	PPC-1+TRAIL kill
COCC(=O)N/N=C(\C)CC(=O)NCc1ccco1	0.8	-5	1	0	-3	0.9	-10	0.0	-5
Cc1ccc(NC2=C(Cl)C(=O)OC2OC(=O)c2ccco2)c(C)c1 (centres undefined)	-0.1	-13	8	1	2	-9.2	-11	1.8	nt
Cc1nn2c(c1-c1ccccc1)N=C(c1ccco1)CC2c1ccccc1 (centres undefined)	-0.2	-8	-3	7	6	-6.0	33	0.7	32

Other compounds:
SMILES	TRPML3 ag	RBBP9 inh	Wee1 degr inh	BaF3 parental	Ba/F3 V617F tox	TNF death inh	CHOP inh	zfTRPN1 agonist	PPC-1+TRAIL kill
CC1CCN(CCCNC(=O)c2ccc3c(=O)n(CCc4ccccc4)c(=O)[nH]c3c2)CC1	1.4	3	3	3	-3	-5.1	0	0.6	-1
NC(=O)NCc1ccccc1Cl	0.9	-1	1	7	-2	-0.4	-8	1.9	-4
CCC(C)NC(=O)c1cnn2c1NC(c1cccs1)CC2C(F)(F)F (centres undefined)	1.3	-2	-1	2	-4	1.5	-59	-0.8	12
Cc1ccc(S(=O)(=O)/N=C(/Nc2ccccn2)c2ccc(Cl)cc2)cc1	-0.2	-1	11*	6	1	-2.9	14	0.5	0
CC(=O)c1cccc(NC(=O)c2ccc(-c3ccccc3[N+](=O)[O-])o2)c1	1.9	-2	1	3	2	0.1	-15	6.2	14
COc1ccc(/C=N/NC(=O)CCn2nc(C)cc2C)cc1	-0.5	-10	-2	0	0	1.3	-1	0.6	8
CCOC(=O)Cn1c(=O)cc(C)c2ccccc21	0.4	-5	6	2	-3	0.5	2	2.0	15
COc1ccc(C(=O)Nc2ccccc2)cc1S(=O)(=O)Nc1cc(C)on1	1.4	0	-1	4	2	-0.2	60	-0.3	-6
COc1ccc(C(=O)Nc2ccc3c(c2)nc(CN2CCN(C(C)=O)CC2)n3C)cc1	0.6	-11	-2	3	2	-1.1	2	-0.4	9
